Compound activity deposited in PubChem BioAssay by University of Kansas High Throughput Screening Laboratory.
mHTT-CaM PPI inh = disrupts binding of mutant huntingtin to calmodulin. inhibition, % at 15 µM. 190,000 tested, 3.6% active. AID 1671202. AlphaScreen His-mHTT/GST-CaM binding, luminescence;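 note: 0% = both proteins with DMSO and 100% = one protein alone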
Target sequence (P42858 whole entry, looked up, stated change not applied): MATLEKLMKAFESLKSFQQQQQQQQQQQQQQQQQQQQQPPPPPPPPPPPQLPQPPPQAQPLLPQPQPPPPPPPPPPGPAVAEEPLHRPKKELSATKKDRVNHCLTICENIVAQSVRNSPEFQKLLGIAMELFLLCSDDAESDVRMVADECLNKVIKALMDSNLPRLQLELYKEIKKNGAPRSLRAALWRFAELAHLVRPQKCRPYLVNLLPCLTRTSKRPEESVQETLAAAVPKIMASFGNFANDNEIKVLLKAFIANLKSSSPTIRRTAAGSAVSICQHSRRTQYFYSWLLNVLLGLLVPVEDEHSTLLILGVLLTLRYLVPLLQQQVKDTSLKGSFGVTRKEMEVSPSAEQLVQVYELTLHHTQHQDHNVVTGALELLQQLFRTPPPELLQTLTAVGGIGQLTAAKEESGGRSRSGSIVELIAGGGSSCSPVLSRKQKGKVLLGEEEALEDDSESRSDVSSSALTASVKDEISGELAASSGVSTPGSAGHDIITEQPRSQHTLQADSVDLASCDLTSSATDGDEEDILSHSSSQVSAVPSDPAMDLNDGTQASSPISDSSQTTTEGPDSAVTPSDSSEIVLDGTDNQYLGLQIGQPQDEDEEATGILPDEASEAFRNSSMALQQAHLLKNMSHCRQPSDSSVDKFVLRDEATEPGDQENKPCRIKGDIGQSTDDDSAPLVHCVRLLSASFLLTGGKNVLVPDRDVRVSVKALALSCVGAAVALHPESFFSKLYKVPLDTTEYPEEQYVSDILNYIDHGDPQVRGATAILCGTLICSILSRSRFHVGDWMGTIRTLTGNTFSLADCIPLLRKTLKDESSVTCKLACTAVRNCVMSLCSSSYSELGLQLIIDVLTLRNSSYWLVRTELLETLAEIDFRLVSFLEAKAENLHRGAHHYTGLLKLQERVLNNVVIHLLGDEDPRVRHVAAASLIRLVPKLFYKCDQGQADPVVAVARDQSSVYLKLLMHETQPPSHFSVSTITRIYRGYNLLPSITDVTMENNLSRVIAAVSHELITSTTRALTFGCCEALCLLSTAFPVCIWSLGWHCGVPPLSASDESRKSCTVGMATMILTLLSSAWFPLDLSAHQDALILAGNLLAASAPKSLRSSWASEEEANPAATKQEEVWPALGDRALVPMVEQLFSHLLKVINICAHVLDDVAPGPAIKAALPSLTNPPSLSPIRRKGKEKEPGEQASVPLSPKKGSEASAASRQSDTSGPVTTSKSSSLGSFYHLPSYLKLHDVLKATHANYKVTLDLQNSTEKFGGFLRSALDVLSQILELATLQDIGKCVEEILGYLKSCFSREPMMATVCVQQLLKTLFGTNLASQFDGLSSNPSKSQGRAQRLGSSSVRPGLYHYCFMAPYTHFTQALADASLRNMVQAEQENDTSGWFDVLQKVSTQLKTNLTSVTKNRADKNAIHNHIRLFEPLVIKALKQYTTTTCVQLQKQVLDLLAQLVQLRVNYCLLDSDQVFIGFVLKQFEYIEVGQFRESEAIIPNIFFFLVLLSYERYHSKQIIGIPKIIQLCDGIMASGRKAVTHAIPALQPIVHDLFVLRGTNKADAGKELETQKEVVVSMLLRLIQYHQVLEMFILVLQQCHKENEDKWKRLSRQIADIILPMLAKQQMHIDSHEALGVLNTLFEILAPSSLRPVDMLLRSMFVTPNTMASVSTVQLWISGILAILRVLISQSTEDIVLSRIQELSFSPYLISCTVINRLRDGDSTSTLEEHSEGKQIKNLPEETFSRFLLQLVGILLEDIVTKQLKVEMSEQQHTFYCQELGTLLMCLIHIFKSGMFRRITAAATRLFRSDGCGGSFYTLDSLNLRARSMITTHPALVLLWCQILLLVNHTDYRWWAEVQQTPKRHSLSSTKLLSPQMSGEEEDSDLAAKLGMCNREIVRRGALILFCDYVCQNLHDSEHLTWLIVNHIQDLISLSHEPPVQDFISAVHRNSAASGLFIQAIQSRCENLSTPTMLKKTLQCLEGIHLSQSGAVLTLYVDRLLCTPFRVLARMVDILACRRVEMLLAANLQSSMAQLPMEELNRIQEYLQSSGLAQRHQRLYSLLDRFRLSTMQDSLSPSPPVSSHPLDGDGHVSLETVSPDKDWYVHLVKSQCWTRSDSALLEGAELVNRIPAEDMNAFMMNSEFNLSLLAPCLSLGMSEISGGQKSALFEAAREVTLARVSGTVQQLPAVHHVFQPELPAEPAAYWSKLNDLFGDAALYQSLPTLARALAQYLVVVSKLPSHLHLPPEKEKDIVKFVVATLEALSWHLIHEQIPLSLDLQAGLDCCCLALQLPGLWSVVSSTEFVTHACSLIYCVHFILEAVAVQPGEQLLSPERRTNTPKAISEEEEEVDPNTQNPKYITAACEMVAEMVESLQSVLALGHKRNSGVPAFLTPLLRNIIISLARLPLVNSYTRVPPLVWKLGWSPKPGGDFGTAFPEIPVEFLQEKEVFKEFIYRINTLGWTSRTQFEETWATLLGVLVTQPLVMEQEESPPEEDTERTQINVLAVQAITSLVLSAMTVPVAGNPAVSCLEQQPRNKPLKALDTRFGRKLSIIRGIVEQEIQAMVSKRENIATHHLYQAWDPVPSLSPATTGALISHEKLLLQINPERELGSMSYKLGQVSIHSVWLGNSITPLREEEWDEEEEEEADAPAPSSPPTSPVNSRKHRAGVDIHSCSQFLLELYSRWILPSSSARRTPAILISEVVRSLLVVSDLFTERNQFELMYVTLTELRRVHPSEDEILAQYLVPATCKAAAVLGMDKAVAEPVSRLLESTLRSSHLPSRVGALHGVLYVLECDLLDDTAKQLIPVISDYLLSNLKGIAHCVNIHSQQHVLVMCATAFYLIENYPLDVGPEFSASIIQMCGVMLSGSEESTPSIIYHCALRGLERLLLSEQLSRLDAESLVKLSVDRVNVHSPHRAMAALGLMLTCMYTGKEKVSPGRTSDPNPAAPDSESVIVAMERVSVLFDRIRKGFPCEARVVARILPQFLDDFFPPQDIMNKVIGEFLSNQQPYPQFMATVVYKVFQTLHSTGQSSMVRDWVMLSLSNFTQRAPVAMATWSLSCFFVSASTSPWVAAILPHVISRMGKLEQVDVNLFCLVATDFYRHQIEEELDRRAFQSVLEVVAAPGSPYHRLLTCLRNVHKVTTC
Pf apPOL inh = Pf-apPOL DNA polymerase inhibition; Recombinant Pf-apPOL, molecular beacon fluorescence, 1.5 h; inhibition, % at 10 µM; 210,000 tested, 0.25% active; AID 1794808
* hit, by the source's call; . = no result given; & = joins results of further samples. Cut-off read from the data, not from the text of the source: active = inhibition above about 50%; inactive = the rest.

cpd | SMILES | Pf apPOL inh | mHTT-CaM PPI inh
1 | O=C(C1CCN(Cc2ccccc2)CC1)N1CCc2ccccc2C1 | 3.0 | 0.1
2 | Cc1ccc(C)n1N(C)c1cccc(F)c1C#N | -6.3 | .
3 | O=C(CC1CCCC1)N1CCCC(c2n[nH]c(C3CC3)n2)C1 (stereo not drawn) | -0.1 | 10.2
4 | Cc1c(C#N)c(NC(=O)c2ccc(Cl)cc2)n(Cc2cccc(Cl)c2)c1C | -5.7&0.5 | .
5 | COc1cccc(NC(=O)CN2C(=O)C(c3ccccc3)=NC23CCCCCC3)c1 | -9.5 | 2.3
6 | Nc1ccc(-c2nc3cc(Cl)ccc3o2)cc1 | 10.3 | -5.3
7 | Cc1ccc(C)c(C(=O)Nc2cnc(N3CCCCC3)nc2)c1 | -2.6 | -2.5
8 | COc1ccc(-n2ncc3c(NCc4ccccc4OC)ncnc32)cc1 | -1.3 | 15.0
9 | COc1ccc(C(=O)CC2(O)C(=O)N(CC(N)=O)c3ccccc32)cc1OC (stereo not drawn) | -1.6 | -0.3
10 | Cc1ccc(N(CC(=O)Nc2ccc3c(c2)OCO3)S(C)(=O)=O)cc1Cl | 6.7 | 22.9
11 | O=C(C1CCOC1)N1CCCn2nc(-c3cccc(Cl)c3)cc2C1 (stereo not drawn) | 0.5 | -4.9
12 | O=C(Nc1ccc(-c2nc3ccccc3[nH]2)cc1)c1cccc(C(F)(F)F)c1 | -11.1 | 0.0
13 | Cc1ccc(S(=O)(=O)n2nc(C)cc2C)cc1 | 2.4 | -6.5
14 | CCN(CC)S(=O)(=O)c1cc(-c2nnc(-c3ccc(C)cc3)o2)ccc1C | 1.8 | -0.8
15 | Cc1ccccc1C(=O)Oc1ccc2c(c1)OC(=Cc1ccco1)C2=O | -5.1 | -2.5

Profiles, looked up by structure.
Nc1ccc(-c2nc3cc(Cl)ccc3o2)cc1 across the screens: Pf apPOL inh: 10.3; mHTT-CaM PPI inh: -5.3
COc1ccc(C(=O)CC2(O)C(=O)N(CC(N)=O)c3ccccc32)cc1OC (stereo not drawn) across the screens: Pf apPOL inh: -1.6; mHTT-CaM PPI inh: -0.3

(continued)
cpd | SMILES | Pf apPOL inh | mHTT-CaM PPI inh
16 | O=C(c1ccco1)N1CCCC2(CC(c3cccc(Cl)c3)=CO2)C1 (stereo not drawn) | -3.6 | 90.5*
17 | CC1(C)CC(=O)C2=C(C1)Nc1nc(SCc3ccccc3F)nn1C2c1cccs1 (stereo not drawn) | -4.5 | 7.0
18 | Nc1ncnc(N2CCOCC2)c1[N+](=O)[O-] | -2.0 | -1.7
19 | COc1ccc(OC)c(S(=O)(=O)Nc2cc(-c3nc4cccnc4s3)ccc2C)c1 | -3.1 | -17.3
20 | CCCN1C/C(=C\c2cccc(OC)c2OC)C(=O)/C(=C/c2cccc(OC)c2OC)C1 | -1.6 | 50.0*
21 | O=C(CSc1ccc(Cl)cc1)Nc1ccccc1 | -0.6 | -21.5
22 | COc1cccc(OCC(O)CN2C(C)(C)CC(O)CC2(C)C)c1 (stereo not drawn) | -4.3&-5.7 | -6.2&-2.0
23 | CC(=O)NC1=NN(C(C)=O)C(c2coc3ccccc3c2=O)S1 (stereo not drawn) | 4.8 | 0.0
24 | Cc1ccc(N2CCN(C(=O)COc3ccc(Cl)cc3)C(C)C2=O)c(C)c1 (stereo not drawn) | -5.6 | 18.2
25 | CN1C(=O)c2ccccc2C(C(=O)Nc2cnc3ccccc3c2)C1c1cccs1 (stereo not drawn) | -11.3 | 19.0
26 | COc1ccccc1NC(=O)C1=C(C)Nc2nc3ccccc3n2C1c1cccnc1 (stereo not drawn) | -3.1 | 5.0
27 | Cc1ccc(C(=O)Nc2ccccc2CO)cc1C | -0.7 | -8.4
28 | COc1ccccc1C(=O)N1CCc2c(c(C(=O)NCc3ccccc3)nn2C)C1 | -5.1 | 36.0
29 | O=C(NCc1ccc2c(c1)OCO2)C1CC(=O)N(CCc2c[nH]c3ccc(F)cc23)C1 (stereo not drawn) | -3.9 | 7.9
30 | O=C1OC(c2cc([N+](=O)[O-])ccc2Cl)=N/C1=C\c1cccc(I)c1 | -4.6 | 36.0

Filtered by structure, those above containing a furan ring, fused or not
cpd | SMILES | Pf apPOL inh | mHTT-CaM PPI inh
15 | Cc1ccccc1C(=O)Oc1ccc2c(c1)OC(=Cc1ccco1)C2=O | -5.1 | -2.5
16 | O=C(c1ccco1)N1CCCC2(CC(c3cccc(Cl)c3)=CO2)C1 (stereo not drawn) | -3.6 | 90.5*

Next structures follow.
cpd | SMILES | Pf apPOL inh | mHTT-CaM PPI inh
31 | O=[N+]([O-])c1cccc(S(=O)(=O)NCc2ccccn2)c1 | -5.8 | 2.1
32 | Nc1nc2n(n1)C1(CCCCC1)C1=C(CCCC1)N2 | -1.4&-5.3 | 50.0&34.2
33 | CCOC(=O)C(C#N)=Cc1ccc(OC)s1 | -7.2 | .
34 | O=c1/c(=C/c2ccc(-c3cccc([N+](=O)[O-])c3)o2)sc2nc(-c3cccs3)nn12 | -14.7 | -3.0
35 | CCc1ccccc1NC(=O)C(C)N1C(=O)c2ccccc2C1=O (stereo not drawn) | -1.1 | -3.7
36 | CCOc1ccc(C(=O)Nc2ccccc2N2CCOCC2)cc1Br | -5.5 | -10.1
37 | Fc1ccc(-c2noc(-c3ccc(N4CCCC4)nc3)n2)cc1 | -0.8 | -10.6
38 | COc1cccc(CN2CCc3nc(Nc4ccc(F)cc4)ncc3C2)c1 | -5.2 | 32.9
39 | CCOc1ccc(C=Nc2ccc3ncccc3c2)cc1 | 2.0 | 3.0
40 | COc1ccccc1-n1cnc2cc(C(=O)NCc3cccnc3)ccc21 | -5.8 | 2.0
41 | COc1ccc(C(N)=NC#N)cc1 | -9.3 | -6.1
42 | CC(=O)c1ccc(N=c2oc3ccc(Cl)cc3cc2C(N)=O)cc1 | 0.9 | -2.0
43 | Cc1ccc(S(=O)(=O)N2CCN(S(=O)(=O)c3ccccc3)C2)cc1[N+](=O)[O-] | -1.2 | 5.0
44 | COc1cccc2cc(C(=O)Nc3ccccc3)c(=Nc3cccc(F)c3)oc12 | -11.0 | 0.0
45 | c1ccc2c(c1)CCCN2c1ncnc2c1nc1n2CCCCC1 | -4.3 | 1.1

Shown with values under each structure: 4 of the compounds above.
Below each SMILES – Pf apPOL inh, mHTT-CaM PPI inh
#27 Cc1ccc(C(=O)Nc2ccccc2CO)cc1C
 : -0.7, -8.4
#16 O=C(c1ccco1)N1CCCC2(CC(c3cccc(Cl)c3)=CO2)C1 (stereo not drawn)
 : -3.6, 90.5*
#21 O=C(CSc1ccc(Cl)cc1)Nc1ccccc1
 : -0.6, -21.5
#24 Cc1ccc(N2CCN(C(=O)COc3ccc(Cl)cc3)C(C)C2=O)c(C)c1 (stereo not drawn)
 : -5.6, 18.2

(continued)
cpd | SMILES | Pf apPOL inh | mHTT-CaM PPI inh
46 | Cn1c(=O)c2c3c(sc2n2cnnc12)CC(C(C)(C)C)CC3 (stereo not drawn) | 5.1 | -6.1
47 | COc1cccc(/C=C2/N=C(c3cc(Cl)ccc3OC)OC2=O)c1 | 12.4 | 0.0
48 | O=C(Nc1c(F)c(F)c(F)c(F)c1F)c1ccccc1 | -8.6 | -9.9
49 | CN(C)c1ccc(/C=C/c2cc[n+](C)c3ccccc23)cc1 | 3.3 | 80.0*
50 | Oc1ccc2c(c1)c1c3n2CCNC3CCC1 (stereo not drawn) | . | 8.8
51 | CCCc1nn2c(N)c(C=C3C=CC(=O)C(OCC)=C3)c(=O)nc2s1 | -17.2 | 12.0
52 | OCC(Cc1ccccc1)Nc1c2ccccc2nc2ccccc12 (stereo not drawn) | -5.8 | -8.0
53 | C=C(C)CC1N(c2cccc(OC)c2)C(=O)C2C(C(=O)O)C3C=CC21O3 (stereo not drawn) | -0.4 | 7.6
54 | COc1cc(CC(=O)O)ccc1O | 5.3 | .
55 | N#CCCn1cccc1CN1CCOCC1 | 6.2 | .
56 | COc1ccc(CN2CCC(c3nc4cccnc4n3C)C2)cc1 (stereo not drawn) | -1.6 | -13.1
57 | Cc1cc2c(N3CCCC(C(=O)NCc4ccc(Br)cc4)C3)nccc2s1 (stereo not drawn) | -3.6 | 4.9
58 | Cc1cccc(NC(=O)c2c(O)c3cccnc3n(-c3ccc(F)cc3)c2=O)c1 | -4.0 | -7.0
59 | O=C(NCCc1ccsc1)c1ccc(F)c(F)c1 | -23.0 | -15.4
60 | O=[N+]([O-])c1ccc(Sc2nc3ccccc3s2)nc1 | -4.6 | 0.0
61 | CCOc1ccccc1NC(=O)N1CCC(N2CCN(Cc3ccccc3)C2=O)CC1 | -3.9 | 4.7
62 | O=c1[nH]c(SCc2cc(=O)n3cc(Cl)ccc3n2)nc2ccccc12 | -3.0 | -5.0
63 | O=C(Nc1ccc(F)cc1Cl)C1CCN(c2ccncc2)CC1 | 4.2 | -5.8
64 | O=C(/C=C(\c1ccccc1)n1cncn1)c1ccc(Cl)cc1 | -1.1 | 4.9
65 | O=[N+]([O-])c1ccc(S(=O)(=O)C(F)(F)F)cc1 | -4.0 | 0.0
66 | O=C(COc1ccc(F)cc1)N1CCC2(CC1)NC(=O)N(Cc1cccc(Cl)c1)C2=O | -5.6 | 10.1
67 | CN(C)C(CNC(=O)CN1C(=O)CCC1=O)c1cn(C)c2ccccc12 (stereo not drawn) | 0.2 | -2.0
68 | CCC(=O)N1CCc2cc(Br)cc(S(=O)(=O)NCCN3CCCC3)c21 | 2.1 | 1.0
69 | Cc1ccc(C(=O)N2CC3CC(NC(=O)c4cccs4)C2C3)cn1 (stereo not drawn) | -3.2 | -1.3
70 | O=c1/c(=C/c2cc([N+](=O)[O-])ccc2F)sc2nc3ccccc3n12 | -0.5 | 10.0
71 | COc1ccc(CC(=O)c2cc(OC)c(OC)cc2CC(=O)O)cc1OC | -0.2 | 0.3
72 | O=C(Nc1ccc(F)cc1F)c1cnc(-c2ccccc2)nc1-c1ccncc1 | -2.0 | 20.7
73 | COc1ccc(-c2cc3c(c4c2ccn4C)C2CCC3C2)cc1F (stereo not drawn) | -2.9 | 46.6
74 | CC(=O)c1csc(COc2cc(Cl)cc(Cl)c2)n1 | -8.5 | .
75 | O=C1NC(=Nc2cccc(Br)c2)SC1(CO)CO | 1.0 | -1.0
76 | COc1ccc(-c2noc(COc3ccc(Br)cc3C)n2)cc1OC | -3.3 | 3.2
77 | O=C(NCc1ccccn1)c1sc2ccccc2c1Cl | -0.4 | -3.3
78 | Fc1ccccc1CN1CCN(c2ncccn2)CC1 | -9.1 | -1.2
79 | CCc1cccc(NC(=O)N2CCCN(C3CCN(CC4CC4)C3=O)CC2)c1 (stereo not drawn) | 1.5 | 11.8
80 | O=C(c1cccc(F)c1)N1CCN(Cc2noc(-c3cccc(Cl)c3)n2)CC1 | -6.8 | 28.5
81 | O=S(=O)(c1ccc(NC(=S)Nc2ccc3c(c2)OCO3)cc1)N1CCCCC1 | -1.2 | .
82 | O=C(O)CCC(=O)Nc1ccccc1C(=O)O | 4.2 | -4.2
83 | Cc1ccc(NS(=O)(=O)c2ccc(Br)cc2)cc1C | -4.4 | -25.2
84 | COc1ccccc1N1CCN(C(=O)CCc2ccccc2)CC1 | -4.2 | 6.3
85 | CCCCN(CC)S(=O)(=O)c1ccc(C(=O)Nc2nnc(-c3cccc(OC)c3)o2)cc1 | -5.3 | -3.0
86 | Cc1ccc(NC(=O)CN2C(=O)NC3(CCC(C)CC3)C2=O)cc1F (stereo not drawn) | -1.9 | 3.8
87 | Cc1cc(OC(=O)C(C)(C)C)c([N+](=O)[O-])c(=O)[nH]1 | -3.4 | -2.3
88 | Cc1ccc(C(=O)Nc2cc(C)ccc2C)cc1 | 7.0 | -6.8
89 | Cc1nn(C(=O)N2CCOCC2)c(C)c1Br | -2.5 | -3.9
90 | Nc1c(C(=O)N2CCCCC2)sc2nc(-c3ccccc3)cc(C(F)(F)F)c12 | 14.6 | -9.0
91 | COc1ccc2[nH]c(-c3ccc(F)cc3F)cc(=O)c2c1 | -2.5 | -0.2
92 | Cc1c(NC(=O)Cc2ccccc2)cccc1-c1nc2cc(Cl)ccc2o1 | 0.5 | -5.1
93 | COc1ccccc1N1CCN(Cc2cccs2)CC1 | -3.2 | 2.6
94 | Cn1nccc1NC(=O)C(C#N)=Cc1ccc(Cl)cc1 | -10.1 | .
95 | O=C1COc2ccc(NC(=O)c3cc(C4CC4)n(C4CCS(=O)(=O)C4)n3)cc2N1 (stereo not drawn) | 5.9 | 3.3
96 | COC(=O)C1CN(Cc2ccc(OC)cc2)CCS(=O)(=O)N1Cc1cn(Cc2ccc(F)cc2)nn1 (stereo not drawn) | 1.0 | -2.1

Arranged by number of heavy atoms (highest first): part of the list above
cpd | SMILES | Pf apPOL inh | mHTT-CaM PPI inh
96 | COC(=O)C1CN(Cc2ccc(OC)cc2)CCS(=O)(=O)N1Cc1cn(Cc2ccc(F)cc2)nn1 (stereo not drawn) | 1.0 | -2.1
90 | Nc1c(C(=O)N2CCCCC2)sc2nc(-c3ccccc3)cc(C(F)(F)F)c12 | 14.6 | -9.0
92 | Cc1c(NC(=O)Cc2ccccc2)cccc1-c1nc2cc(Cl)ccc2o1 | 0.5 | -5.1
91 | COc1ccc2[nH]c(-c3ccc(F)cc3F)cc(=O)c2c1 | -2.5 | -0.2
93 | COc1ccccc1N1CCN(Cc2cccs2)CC1 | -3.2 | 2.6
87 | Cc1cc(OC(=O)C(C)(C)C)c([N+](=O)[O-])c(=O)[nH]1 | -3.4 | -2.3
89 | Cc1nn(C(=O)N2CCOCC2)c(C)c1Br | -2.5 | -3.9

Rows are unselected. About 3.7% of those tested had a hit in this group.
